sEH inh: blocks human soluble epoxide hydrolase activity | P34913 | recombinant human sEH enzymatic activity assay | inhibition, % at 2 µM | 91,000 tested, 0.34% active | AID 707; in the data active = inhibition above about 80%; also: values of inactives mirror those of a sister screen read the other way; many of its hits are not listed in these tables
CYP2C19 act: increases human CYP2C19 enzyme activity; P33261; recombinant CYP2C19, luciferin-H EGE luminescence; active compounds read high; 0 = fully inhibited enzyme, 1 = untreated enzyme; activation factor at 5 µM; 96,000 tested, under 10 active; AID 1025;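 active = activation factor of at least 2 at 5 µM in the primary screen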;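 also: 0 = wells with 2.5 mM tranylcypromine and 1 = vehicle-only wells; values of inactives mirror those of a sister screen read the other way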
Target sequence (P33261 whole entry, looked up): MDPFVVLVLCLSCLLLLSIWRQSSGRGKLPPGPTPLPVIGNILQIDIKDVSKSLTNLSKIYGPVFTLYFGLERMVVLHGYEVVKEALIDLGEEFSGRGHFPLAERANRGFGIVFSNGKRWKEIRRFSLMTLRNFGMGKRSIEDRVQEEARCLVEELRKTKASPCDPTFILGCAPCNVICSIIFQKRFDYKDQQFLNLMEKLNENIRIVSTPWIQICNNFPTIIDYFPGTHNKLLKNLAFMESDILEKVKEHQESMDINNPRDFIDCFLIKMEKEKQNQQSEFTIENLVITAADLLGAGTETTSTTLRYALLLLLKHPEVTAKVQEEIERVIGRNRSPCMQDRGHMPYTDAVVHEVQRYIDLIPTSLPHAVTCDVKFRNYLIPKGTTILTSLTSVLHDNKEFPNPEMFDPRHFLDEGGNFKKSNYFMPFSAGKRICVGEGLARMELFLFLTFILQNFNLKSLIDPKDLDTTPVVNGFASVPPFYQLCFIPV
sEH act: increases human soluble epoxide hydrolase activity. P34913. 91,000 tested, 0.04% active. activation, % at 2 µM. purified human sEH enzymatic activity, activator screen; in the data active = activation above about 37%; also: values of inactives mirror those of a sister screen read the other way
PostGolgi yeast: growth inhibition of a yeast mutant, post-Golgi transport screen; post-Golgi transport phenotypic cell assay; inhibition, % at 10 µM; 98,000 tested, 0.9% active; AID 739;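 also: yeast cells grown in 1536-well plates; yeast grown about 18 h at 30C before absorbance read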
S1P2 agonist: S1P2 (human) receptor agonism; S1P2-expressing cell line, agonist reporter read-out; 97,000 tested, 0.46% active; activation, % at 4.5 µM; in the data active = activation above about 16%;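 also: 0% = vehicle low control and 100% = maximal reference agonist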
Target sequence (O95136 whole entry, looked up): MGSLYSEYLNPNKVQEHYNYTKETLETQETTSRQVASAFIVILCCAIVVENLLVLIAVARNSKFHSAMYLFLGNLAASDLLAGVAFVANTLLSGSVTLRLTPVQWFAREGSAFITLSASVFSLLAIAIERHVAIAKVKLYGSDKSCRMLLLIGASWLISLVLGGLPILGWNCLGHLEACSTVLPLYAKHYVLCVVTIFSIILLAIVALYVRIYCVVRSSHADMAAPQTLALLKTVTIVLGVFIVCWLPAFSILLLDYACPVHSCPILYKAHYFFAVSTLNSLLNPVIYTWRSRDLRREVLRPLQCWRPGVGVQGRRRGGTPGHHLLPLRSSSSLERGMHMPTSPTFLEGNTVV
S1P2 blocker: antagonists of human S1P2 receptor; 97,000 tested, 0.21% active; O95136; AID 736; inhibition, % at 5 µM; cell-based S1P2 antagonist assay, inhibition at 5 uM; in the data active = inhibition above about 45%;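 also: CRE beta-lactamase reporter cells expressing human S1P2 stimulated with S1P; 0% = agonist at EC80 alone and 100% = agonist plus reference antagonist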
PostGolgi ctrl: yeast control strain growth, post-Golgi counter-screen. efflux-deficient yeast background strain, growth absorbance A615, 16 h. inhibition, % at 10 µM. 98,000 tested, 5% active. AID 738
DAT uptake mod: changed human dopamine transporter uptake under cocaine IC80. Q01959. LLC-PK1 hDAT cells, [14C]-dopamine uptake with cocaine IC80; actives deviate in either direction. B-score at 10 µM. 110,000 tested, 1.3% active. AID 449768;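 active = Z score or B-score, a plate-position-corrected score, falls beyond the plate's 99.7% confidence bounds, in either direction; inactive = both scores lie inside the 99.7% bounds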;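 also: scored against the spread of the other compound wells on the same plate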
CYP2C19 inh: inhibitors of human CYP2C19. inhibition, % at 5 µM. 96,000 tested, 21% active. CYP2C19 Supersomes, luciferin-H EGE luminescence, 30 min;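 active = CYP2C19 inhibition above a set limit at 5 µM in the primary screen, cut at about 50% in these data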;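 also: plate controls were negative control wells for no effect and 2.5 mM tranylcypromine positive control for full effect; values of inactives mirror those of a sister screen read the other way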
Starred values were filed as active, the others as inactive; / = not tested or not shown; & = joins results of further samples. Rule as the data show it, unless noted: active = inhibition above about 30%; inactive = the rest. Random draw from the library; overall some 24% were active at least once.

mol	sEH act	S1P2 agonist	S1P2 blocker	CYP2C19 inh	sEH inh	DAT uptake mod	CYP2C19 act	PostGolgi yeast	PostGolgi ctrl
Brc1ccc(-c2csc(N3CCC(c4ccccc4)C3)n2)cc1 (centres undefined)	-12	-7	7	17	13	1	0.8	-1	3
Cn1c(NCc2cccc(Br)c2)nc2ccccc21	8	-3	19	54*	-14	0.94	0.5	4	12
COc1ccc(-n2cnnc2SCC(=O)c2ccc(S(=O)(=O)N3CCOCC3)cc2)cc1	/	/	/	20	/	0.59	0.8	-3	5
c1ccc(Cc2ccc(OCCn3cncn3)cc2)cc1	-12	0	-6	97*	10	-0.83	0	5	5
O=S(=O)(Nc1cccnc1)c1ccc(Cl)cc1	-4	-3	12	85*	4	-0.42	0.2	-1	8
Cc1ccc(NC(=S)N/N=C/c2ccc(Cl)c([N+](=O)[O-])c2)cc1	10	-8	19	22	-7	-1.5	0.8	9	-6
Cc1ccc(C(=O)N2CCN(S(C)(=O)=O)C2)cc1	6	-2	13	13	-6	-0.67	0.9	-4	4
CCOc1cc(C)nc(N2CCN(C3CCCCC3)CC2)n1	14	-4	-7	62*	-13	0.021	0.4	0	6
CC(C)(C)NC(=O)C1CCN(C(=O)c2ccc(Br)cc2)CC1	0	-1	-8	-17	3	-0.1	1.2	-4	4
CCn1cc(CN(C)C(=O)CSc2nc(-c3ccco3)cc(C(F)(F)F)n2)c(C)n1	-19	-5	-15	/	21	-0.036	/	/	/
CCOC(=O)N1CCC(NC(=O)C(CC(C)C)NC(=O)C2CCCCC2)CC1 (centres undefined)	/	/	/	-12	/	-0.12	1.1	1	7
Cc1nn(Cc2ccc(F)cc2)c(C)c1NC(=O)c1cc(-c2ccco2)on1	-4	0	12	4	4	0.02	1	0	26
CCCc1nc2oc3c(NCc4ccccn4)ncnc3c2c2c1COC(C)(C)C2	/	/	/	30	/	/	0.7	4	12
O=C(CSc1nc2c(c(=O)[nH]1)CCCC2)Nc1ccc(Cl)cc1F	/	0	11	-14	/	-0.098	1.1	12	22
C=C(c1ccc(OCCO)cc1)c1ccc(OCCO)cc1	-6	-3	-7	28	9	-2.3	0.7	15	-4
COC(=O)c1ccccc1OCC(=O)N1CCN(c2ccc(OC)cc2)CC1	3	-3	-13	19	-1	1.3	0.8	1	-3
Cc1ccc(-c2noc(CCCN3C(=O)c4ccccc4C3=O)n2)cc1	-12	-4	8	4	12	-0.16	1	9	31*
CCSc1nc2c(c(=O)[nH]1)C(c1ccccn1)C1=C(CC(C)(C)CC1=O)N2 (centres undefined)	/	-7	5	3	/	-0.097	1	-4	0
CCc1ccc(C(C(=O)NC2CCCCC2)N(C(=O)CNC(=O)c2ccco2)c2cccnc2)cc1 (centres undefined)	-7	-3	-2	/	7	/	/	/	/
O=C(O)C1CC=CCC1C(=O)c1ccccc1 (centres undefined)	-6	-7	-8	-4	6	-0.97	1	-6	1
NC(=O)CCCc1nc(-c2ccccc2Cl)no1	-6	-8	-7	36	9	0.39	0.6	-4	17
CCOc1ccc(C(F)(F)F)cc1NC(=O)COc1ccc(C(F)(F)F)cc1[N+](=O)[O-]	-8	-9	12	25	8	-0.12	0.8	1	8
O=C(NCc1ccco1)C(c1cccnc1)N(C(=O)Cn1nnc2ccccc21)c1ccccc1 (centres undefined)	5	1	0	51*	-4	0.011	0.5	6	-2
O=C(CCCCCN1C(=O)c2ccccc2C1=O)NC1CCCC1	-6	-5	-4	78*	7	0.066	0.2	-5	6
O=C(c1csc2ccccc12)n1cccn1	9	-4	13	6	-15	/	0.9	4	6
Cc1cc(C(=O)Nc2ccon2)cs1	7	-5	-3	26	-1	0.16	0.7	14	-7
CCCCCn1c(CN2CCCCC2C)nc2c1c(=O)n(C)c(=O)n2C (centres undefined)	3	-2	-3	-7	-1	0.65	1.1	4	0
C/C=C/c1c(F)c(F)c(Oc2ccc(C(=O)O)cc2)c(F)c1F	13	-2	-14	1	-13	0.63	1	2	16
COc1ccccc1NC(=O)N1CCCC1C(=O)NC12CC3CC(CC(C3)C1)C2 (centres undefined)	5	-2	2	10	-7	-0.39	0.9	-4	8
CCOC(=O)c1c(-c2ccc(C)cc2)cn2ccccc12	16	-2	16	24	-13	-1.5	0.8	4	24
Cc1ccc(-c2[nH]nc3c2C(c2ccsc2)C(C#N)=C(N)O3)cc1 (centres undefined)	-12	-6	2	7	11	-0.084	0.9	-2	13
O=C(OCCN=C1NS(=O)(=O)c2ccccc21)c1ccncc1	-10	-3	6	-19	9	0.4	1.2	6	4
CC(C)=C1SC(N2CCN(c3ccc(C)cc3)CC2)=NC1=O	3	-2	-15	/	2	3.1	/	/	/
O=C(NCCC1=CCCCC1)c1cnsn1	-16	-2	8	65*	16	1.1	0.4	6	4
CC(C)N=C1SCC(C)(/C=N/O)S1 (centres undefined)	0	-3	10	6	3	0.12	0.9	1	9
O=C(N1CCOCC1)N(Cc1cccs1)C1CCCC1	12	-3	30	4	-14	-0.07	1	-2	-2
C=CCc1ccc(OCC(O)COc2ccc(CC=C)cc2OC)c(OC)c1	-11	-8	-8	97*	10	0.68	0	-3	12
CCC1(CC)C(=O)N(C)C(=O)NC1=Nc1ccccc1	-6	-4	21	19	5	-1.1	0.8	-3	-6
O=C(c1ccccc1C(=O)N1CCN(c2ccc(F)cc2)CC1)N1CCN(c2ccc(F)cc2)CC1	-11	-4	-16	54*	8	0.097	0.5	-1	10
Cc1ccc(OCC(=O)NNC(=O)C2CCN(c3nccc(C)n3)CC2)cc1	16	-3	7	7	-11	-1.1	0.9	0	2
CCN(CC)CCCNC(=O)CC1Oc2ccc(C)cc2NC1=O (centres undefined)	/	-8	2	2	/	0.01	1	-3	2
NC(=O)CNC(=O)[C@@H]1CC2(CC(c3cccc(Br)c3)=NO2)CN1C(=O)c1ccc(Br)cc1 (some centres undefined)	2	-7	3	18	-1	2.2*	0.8	-10	0
Cc1ccccc1/C=C1\OC(=O)c2ccccc21	2	-4	8	46	-2	0.32	0.5	6	20
Cc1onc(-c2ccccc2)c1C(=O)Nc1ccon1	24	-4	-6	10	-21	-0.91	0.9	3	1
O=C(Nc1ccccc1Cl)ON=C1c2ccccc2-c2ccccc21	-1	-6	-11	30	2	-0.87	0.7	3	0
Cn1c(=O)cc(SCC(=O)N2CCN(c3ccccc3)CC2)c2ccccc21	-16	-5	11	51*	16	0.99	0.5	-13	15
Cc1[nH]nc(-c2ccc(O)c(C)c2O)c1-c1cnn(-c2ccccc2)c1	-2	-6	-16	99*	4	0.46	0	-11	8
COc1cc(-c2nc(Cc3ccccc3Cl)no2)cc(OC)c1OC	4	0	-14	26	-3	0.059	0.7	-4	14

Ordered by length of the SMILES (largest number first): part of the list above.
mol	sEH act	S1P2 agonist	S1P2 blocker	CYP2C19 inh	sEH inh	DAT uptake mod	CYP2C19 act	PostGolgi yeast	PostGolgi ctrl
CCn1cc(CN(C)C(=O)CSc2nc(-c3ccco3)cc(C(F)(F)F)n2)c(C)n1	-19	-5	-15	/	21	-0.036	/	/	/
CCOC(=O)N1CCC(NC(=O)C(CC(C)C)NC(=O)C2CCCCC2)CC1 (centres undefined)	/	/	/	-12	/	-0.12	1.1	1	7
Cc1ccc(OCC(=O)NNC(=O)C2CCN(c3nccc(C)n3)CC2)cc1	16	-3	7	7	-11	-1.1	0.9	0	2
O=C(CSc1nc2c(c(=O)[nH]1)CCCC2)Nc1ccc(Cl)cc1F	/	0	11	-14	/	-0.098	1.1	12	22
Cc1ccc(-c2noc(CCCN3C(=O)c4ccccc4C3=O)n2)cc1	-12	-4	8	4	12	-0.16	1	9	31*
CC(C)(C)NC(=O)C1CCN(C(=O)c2ccc(Br)cc2)CC1	0	-1	-8	-17	3	-0.1	1.2	-4	4
CC(C)=C1SC(N2CCN(c3ccc(C)cc3)CC2)=NC1=O	3	-2	-15	/	2	3.1	/	/	/
Cc1ccc(C(=O)N2CCN(S(C)(=O)=O)C2)cc1	6	-2	13	13	-6	-0.67	0.9	-4	4
Cc1onc(-c2ccccc2)c1C(=O)Nc1ccon1	24	-4	-6	10	-21	-0.91	0.9	3	1
c1ccc(Cc2ccc(OCCn3cncn3)cc2)cc1	-12	0	-6	97*	10	-0.83	0	5	5

(further entries)
mol	sEH act	S1P2 agonist	S1P2 blocker	CYP2C19 inh	sEH inh	DAT uptake mod	CYP2C19 act	PostGolgi yeast	PostGolgi ctrl
Cc1ccc(NC(=O)CN2C(=O)C(C)Oc3ccccc32)nc1 (centres undefined)	-2	-3	-3	10	1	-0.12	0.9	-5	5
Cc1cccnc1NC(=O)Cn1nc(C)c([N+](=O)[O-])c1C	11	-1	-22	43	-13	-0.12	0.6	0	1
CCOC(=O)c1cnn(-c2ccccc2)c1-n1cccc1C(=O)C(=O)Nc1ccc(OC)cc1	16	-2	0	30	-17	0.74	0.7	-14	15
CC(Sc1ccc2ccccc2n1)C(=O)O (centres undefined)	-8&10	-7&1	-10&4	-4&-3	9&-12	0.49	1&1	3&7	7&2
CCc1ccc(-c2ccc(C(=O)C(F)(F)F)[nH]2)cc1	-17	-1	6	11	19	-1.1	0.9	-5	-3
O=C1/C(=C/c2cccnc2)Sc2ccccc21	0	-8	9	78*	2	-0.25	0.2	-3	2
O=C(c1cnn2cccnc12)N1CCN(Cc2ccc3c(c2)OCO3)CC1	-14	-8	7	12	14	-1.1	0.9	-3	-12
Cc1sc2c(c1C)c(=O)nc1scc(C)n12	12	-2	-37	/	-12	/	/	/	/
Cc1ccc(S(=O)(=O)N2CCC(C(=O)Nc3ccccc3N3CCCCC3)CC2)cc1	2	-2	-8	80*	-3	0.36	0.2	4	17
N#Cc1c(Nc2ccccc2)c(C=NCCN2CCOCC2)c[nH]c1=O	25	-2	-12	73*	-23	-0.37	0.3	2	4

Source: PubChem BioAssay (several laboratories)
